# inhibitors of VEEV – inhibitors of VEEV TC-83 cytopathic effect, confirmation, Vero cells (AID 588727); inhibition, % at 20 µM; hits with a dose series show IC50 in µM; Vero cells, VEEV TC-83 cytopathic effect inhibition; higher % means a stronger effect; 350,000 tested, 0.13% active; in the data active means a potency from the dose series; further: strong numbers were not always called active
# An asterisk follows results filed as active; i = inactive. Not all compounds are listed; count on the stated rates, not on these rows.
SMILES,inhibitors of VEEV
COc1cc(C2c3cc4c(cc3C3OC(=O)C2C3CO)OCO4)cc(OC)c1OC (centres undefined),9.6%
COc1ccc2nc(N3C(=O)C(O)=C(C(=O)c4ccco4)C3c3ccc(OC)c(OC)c3)sc2c1 (centres undefined),0.9%
Cc1ccc(CC(=O)Nc2cccc(C(=O)Nc3c(C)n(C)n(-c4ccccc4)c3=O)c2)cc1C,i
CCCCCCN1C[C@@H](n2cc(C3CC3)nn2)[C@H](O)C[C@@H]1c1ccc(C)cc1,i
O=c1nc(Oc2ccccc2)nc2ncccn12,i
C#CCN(C[C@H]1[C@H](OC(=O)NCc2ccccc2F)[C@H](OC(=O)NCc2ccccc2F)C[C@H]2C(=O)N(c3ccccc3)C(=O)[C@@H]12)S(=O)(=O)c1ccc(C)cc1,0.4%
CC(C)CC1C(=O)N(Cc2cn(Cc3ccco3)nn2)CCS(=O)(=O)N1Cc1ccc(-c2ccccc2)cc1 (centres undefined),6.0%
CCN(CC)C(=O)C1=C(C)N(Cc2ccc(OC)cc2)C(=O)C(CC(=O)NCc2ccco2)C1 (centres undefined),i
CN1CCN(c2nc3cc(N4CCOCC4)ccc3s2)CC1,i
O=C(OCc1ccccc1)N1CCC2CC1c1cc(N3Cc4ccccc4-n4nncc4C3)ccc12 (centres undefined),6.9%
CCn1cc(CN2CCC(C(=O)Nc3ccc(Oc4ccccc4F)cc3)CC2)cn1,i
COc1ccc(CCNC(=O)CSc2nc3ccsc3c(=O)n2Cc2ccccn2)cc1OC,1.3%
O=C(O)c1ccccc1-c1ccccc1C(=O)Nc1ccc2c(c1)oc(=O)c1ccccc12,2.9%
Cc1nn(-c2ccccc2)c(C)c1NC(=O)COc1ccccc1C#N,7.6%
COc1ccc(CN2C(=O)C(CC(=O)NC3CC3)CC(C(=O)N(C)C)=C2C)cc1 (centres undefined),1.1%
Cc1c(S(=O)(=O)c2ccccn2)c(N)n(Cc2cccc(Cl)c2)c1C,0.2%
C[C@@H]1CN([C@H](C)CO)S(=O)(=O)c2ccc(-c3cccc(C(=O)N(C)C)c3)cc2O[C@H]1CN(C)C(=O)Nc1ccc(F)cc1,0.8%
COc1ccc(S(=O)(=O)N2CCC(C(=O)NCCC(=O)NCCc3cccc(F)c3)CC2)cc1,1.2%
CC(C)(C)OC(=O)CC(S(=O)(=O)c1ccccc1)S(=O)(=O)c1ccccc1,i
c1coc(CN2Cc3ccccc3-n3nncc3C2)c1,0.1%
COC(=O)C1=C(c2ccc(OCc3ccccc3)cc2)C[C@@H]2CC[C@H]1N2C(=O)NCc1ccc(Cl)cc1,3.8%
CC1CN(C(=O)COC(=O)/C=C/c2ccccc2)CC(C)O1 (centres undefined),3.2%
CC(C)CC1C(=O)N(Cc2cn(CCC3OCCCO3)nn2)CCS(=O)(=O)N1Cc1ccc(-c2ccc(Cl)cc2)cc1 (centres undefined),9.5%
Nc1ccn([C@@H]2O[C@H](CNC(=O)[C@@H](N)CSCc3ccccc3)[C@@H](O)[C@H]2O)c(=O)n1,1.7%
C[C@]12CCC3C(CC[C@H]4C[C@@H](O)CC[C@]34C)C1=CC[C@@H]2O (some centres undefined),5.4%
ClCCn1c(CCl)nc2ccc(Cl)cc21,11%
COc1ccc(NC(=O)CSc2nc3ccsc3c(=O)n2CCC(=O)O)cc1,1.9%
C[C@H](NC(=O)c1[nH]cnc1C(=O)N[C@@H](C)CO)c1ccccc1,i
CCCC1NC(=O)c2cccnc2-n2c1nc1ccc(Cl)cc1c2=O (centres undefined),1.3%
CCOC(=O)CC(S(=O)(=O)c1ccccc1)S(=O)(=O)c1ccccc1,13%
C/C=C/c1ccc2c(c1)O[C@@H](CN(C)C(=O)c1ccc(F)cc1)[C@@H](C)CN([C@H](C)CO)S2(=O)=O,4.4%
O=C(CNC(=O)N1CC(=O)Nc2ccccc21)Nc1ccc(Cl)cc1Cl,4.5%
C[C@@H]1CN([C@H](C)CO)C(=O)CCCn2nncc2CO[C@H]1CN(C)C(=O)C1CCCCC1,1.5%
C[C@H](NC(=O)c1ncn2c1C(=O)N[C@@H](C)C2)c1ccccc1,0.3%
COc1ccccc1-c1nnc(NC(=O)CCS(=O)(=O)c2ccc(F)cc2)o1,12%
C[C@H]1CN([C@@H](C)CO)C(=O)c2cc(Br)cnc2O[C@@H]1CN(C)S(C)(=O)=O,i
CC(C)c1ccc(NC2CCCN(C(=O)CN3CCCCC3=O)C2)cc1 (centres undefined),1.1%
COc1ccc(-c2ccc(CN3C(C)C(=O)N(Cc4cn(CCC5OCCO5)nn4)CCS3(=O)=O)cc2)cc1OC (centres undefined),3.0%
COc1cccc(CN(C)C[C@H]2OCc3cnnn3CCCC(=O)N([C@H](C)CO)C[C@@H]2C)c1,1.3%
COc1ccc(Nc2nnc(SCC(=O)N(CC(C)C)C3CCS(=O)(=O)C3)s2)cc1 (centres undefined),1.8%
CN1CCN(Cc2nc3ccccc3c(=O)n2Cc2nc(-c3cccc([N+](=O)[O-])c3)cs2)CC1,7.5%
C[C@H](O)[C@@H]1C(=O)N2CCc3c([nH]c4ccccc34)[C@@H]2C[C@@H]1N(C)C(=O)Nc1cc(Cl)cc(Cl)c1,2.4%
COC(=O)c1ccccc1S(=O)(=O)N1CCC(C(=O)NCc2ccccn2)CC1,0.1%
CC(Sc1nc2ncc(Cl)cc2[nH]1)C(=O)Nc1ccccc1[N+](=O)[O-] (centres undefined),i
O=C(Nc1ccccc1F)c1nc[nH]c1C(=O)NCc1ccccc1,1.0%
O=C(C[C@H]1C[C@@H]2c3cc(NS(=O)(=O)c4ccccc4)ccc3O[C@@H]2[C@H](CO)O1)NC1CCCC1,i
CCN(CC(=O)Nc1ccc(OC)cc1)C(=O)C1CC(=O)N(Cc2ccccc2)C1 (centres undefined),0.2%
COc1ccccc1CCNC(=O)CSCC(=O)Nc1ccccc1F,0.9%
c1ccc(-c2nn3c(-c4ccccc4)nnc3o2)cc1,1.1%
COc1ccc([C@H]2C[C@H](O)[C@@H](n3cc(C4CC4)nn3)CN2C(=O)c2cccs2)cc1,i
COc1cccc(C=Cc2nccc3ccccc23)c1OC,8.6%
O=C(Nc1ccccn1)C1CCN(C(=O)c2ccc(Cl)cc2)CC1,i
CC1CCN(S(=O)(=O)c2ccc3c(c2)C(Cl)(Cl)C(=O)N3)CC1,0.5%
C[C@H](NC(=O)c1ncn2c1C(=O)N[C@@H](C)C2)C(=O)OC(C)(C)C,i
CC(OC(=O)C1=COCCO1)C(=O)NC1CCCC(C)C1C (centres undefined),i
C[C@H]1CN([C@@H](C)CO)C(=O)CCCn2cc(nn2)CO[C@@H]1CN(C)C(=O)CCC(F)(F)F,0.2%
C[C@@H]1CN([C@H](C)CO)C(=O)CCCn2cc(nn2)CO[C@H]1CN(C)C(=O)c1cc(-c2ccccc2)on1,2.3%
O=C(O)c1ccc(COc2ccc([N+](=O)[O-])cc2Cl)cc1,3.0%
O=C(NCc1ccco1)c1cccc2c1C(=O)c1ccc(N3CCC(N4CCCCC4)CC3)cc1S2(=O)=O,0.3%
CC(=O)Nc1ccc(S(=O)(=O)NCCc2ccc3c(c2)OCCO3)cc1,14%
# Continued:
SMILES,inhibitors of VEEV
O=C(CS(=O)(=O)c1ccc(Cl)cc1)N1CCN(c2ccccc2)CC1,0.8%
CC(C)NC(=O)N(C)C[C@@H]1Oc2ncc(-c3cccc(C#N)c3)cc2C(=O)N([C@H](C)CO)C[C@@H]1C,1.0%
O[C@H]1CN(Cc2cccs2)[C@@H](c2ccc(Cl)cc2)C[C@@H]1n1cc(C2CC2)nn1,11%
CCOC(=O)C1(c2ccccc2)CCCNC1=O (centres undefined),i
O=C(Nc1ccc(Cl)cc1)c1nc[nH]c1C(=O)Nc1ccccc1F,1.6%
CCOc1ccc(-c2nnc(NC(=O)COc3ccccc3F)o2)cc1,1.5%
CN[C@H](C)C(=O)NC[C@H]1O[C@@H](n2cc(C)c(=O)[nH]c2=O)C[C@@H]1O,0.2%
CC1=C(C(=O)N2CCOCC2)CC(CC(=O)NCc2cccc3ccccc23)C(=O)N1Cc1ccc(F)cc1 (centres undefined),2.1%
CN(CC(=O)Nc1cccc(Cl)c1)S(=O)(=O)/C=C/c1ccccc1,1.6%
C[C@@H]1CN([C@@H](C)CO)C(=O)CCCn2nncc2CO[C@H]1CN(C)C(=O)c1ccc2ccn(C)c2c1,0.5%
O=C(c1ccc2c(c1)OCO2)c1ccc[nH]1,i
C[C@@H]1CN([C@@H](C)CO)C(=O)CCCn2nncc2CO[C@H]1CN(C)Cc1ccc2c(c1)OCCO2,1.4%
C(=Cc1cnc2ccccc2n1)c1ccc2c(c1)OCO2,0.7%
CCN(CC)CCN(Cc1cc2cc3c(cc2[nH]c1=O)OCCO3)C(=S)NCCOC,1.2%
C[C@@H]1CN([C@@H](C)CO)C(=O)CCCn2nncc2CO[C@H]1CN(C)S(=O)(=O)c1ccc2ccccc2c1,0.3%
C[C@H](CO)N1C[C@H](C)[C@@H](CN(C)C(=O)c2ccc3c(c2)OCO3)Oc2cc(/C=C/c3ccccc3)ccc2S1(=O)=O,6.0%
COc1ccc(NC(=O)C2CC(=O)N(c3ccc(C)cc3)C2)cc1S(=O)(=O)N1CCCCC1 (centres undefined),0.3%
C=CC1=CCN(S(=O)(=O)C(C)(C)C)[C@H]1CCO,i
Cc1cc(C)c2c(=O)n3c(nc2c1)C(Cc1ccc(O)cc1)NC(=O)c1cccnc1-3 (centres undefined),10.0%
Cc1ccc([N+](=O)[O-])c(NC(=O)COC(=O)CCNS(=O)(=O)c2cccs2)c1C,i
O=C(O)C1c2ccccc2Cc2ccccc21,1.4%
COCCNC(=S)N(C)[C@H]1C[C@H]2c3cc(N4CCN(C)CC4)ccc3CCN2C(=O)[C@H]1[C@H](C)O,i
N#CCCC(C#N)(c1cccnc1)N1CCOCC1 (centres undefined),1.5%
CCOC(=O)c1csc(CCNC(=O)c2ccccc2)n1,0.6%
COc1ccc(CCn2nnc3ccccc3c2=O)cc1OC,0.7%
Cc1ccc(NS(=O)(=O)c2ccc(-n3cccn3)cc2)cc1Cl,1.5%
COc1ccc(N2CC(C(=O)Nc3nnc(SCC(=O)Nc4ccc(NC(C)=O)cc4)s3)CC2=O)cc1 (centres undefined),0.3%
CCCCCCN1C[C@H](n2cc(COC(=O)c3ccccc3)nn2)[C@@H](O)C[C@@H]1c1ccc(OC)cc1,0.9%
Cc1ccc(S(=O)(=O)NCC(=O)NCC(=O)NCCc2ccc(Cl)cc2)cc1C,i
C[C@H](CO)N1C[C@H](C)[C@@H](CN(C)Cc2ccc(C(F)(F)F)cc2)OCc2cnnn2CCCC1=O,i
Cc1ccc2c(c1)sc1nncn12,i
CCOC(=O)c1ccc(NC(=S)P(=O)(c2ccccc2)c2ccccc2)cc1,5.8%
Cc1ccc(S(=O)(=O)N2C[C@H]3N(C(=O)OC(C)C)N(C(=O)OC(C)C)C[C@H](OC(=O)NCC4CCCCC4)[C@@]3(O)C2)cc1,6.8%
CCOC(=O)c1cccc(C2=C(CNC(C)=O)[C@H]3CC[C@@H](C2)N3Cc2ccccc2)c1,0.6%
Cc1sc(N=Nc2ccc(N(C)C)cc2)[n+]([O-])c1C,i
O=C(c1ccoc1)N1CCN(c2cc(-c3ccncc3)nc3cc(-c4cccc(Cl)c4)nn23)CC1,4.6%
O=C(O)CC1(C(=O)O)CC2C=CC1C2 (centres undefined),0.5%
CCCCCCN1C[C@@H](n2cc(C3CC3)nn2)[C@H](O)C[C@@H]1c1ccc(OC)cc1,i
CC12CCC(CC1O)C2C(=O)O (centres undefined),1.0%
O=C(OCc1ccccc1)N1CCCC2CC1c1ccccc12 (centres undefined),1.9%
Cc1ccc(-c2nc(NCCCN(C)C)c3ccccc3n2)cc1,0.2%
FC(F)(F)c1cnc(NNC(=S)Nc2ccccc2)c(Cl)c1,1.8%
Cn1nnnc1NN=Cc1ccccc1,i
CCC/C=C/c1ccc(CN2C(CC(C)C)C(=O)N(Cc3cn(Cc4ccco4)nn3)CCS2(=O)=O)cc1 (centres undefined),6.8%
Cn1c2ccc(F)cc2c2nnc(NN)nc21,9.3%
COc1cccc(NC(=O)N(C)C[C@@H]2OCc3cnnn3CCCC(=O)N([C@H](C)CO)C[C@@H]2C)c1,0.4%
CCOC(=O)C1=C(COC(=O)Cc2ccccc2[N+](=O)[O-])NC(=O)NC1C (centres undefined),i
C[C@H](CO)N1C[C@H](C)[C@H](CN(C)Cc2cccc(O)c2)OCc2ccccc2-c2c(n(C)c3ccccc23)C1=O,i
CCCCN1C[C@H](C)[C@@H](CC(=O)Nc2ccc(OC)cc2)C1=O,0.5%
O=C(NNC(=S)Nc1cccc(C(F)(F)F)c1)c1ccncc1,1.2%
C[C@H](CO)N1C[C@H](C)[C@@H](CN(C)S(=O)(=O)c2cn(C)cn2)Oc2cc(Br)ccc2S1(=O)=O,0.1%

# A different layout for part of the listing above.
Molecule | inhibitors of VEEV
Cc1sc(N=Nc2ccc(N(C)C)cc2)[n+]([O-])c1C | i
O=C(c1ccoc1)N1CCN(c2cc(-c3ccncc3)nc3cc(-c4cccc(Cl)c4)nn23)CC1 | 4.6%
O=C(O)CC1(C(=O)O)CC2C=CC1C2 (centres undefined) | 0.5%
CCCCCCN1C[C@@H](n2cc(C3CC3)nn2)[C@H](O)C[C@@H]1c1ccc(OC)cc1 | i
CC12CCC(CC1O)C2C(=O)O (centres undefined) | 1.0%
O=C(OCc1ccccc1)N1CCCC2CC1c1ccccc12 (centres undefined) | 1.9%
Cc1ccc(-c2nc(NCCCN(C)C)c3ccccc3n2)cc1 | 0.2%
FC(F)(F)c1cnc(NNC(=S)Nc2ccccc2)c(Cl)c1 | 1.8%
Cn1nnnc1NN=Cc1ccccc1 | i
CCC/C=C/c1ccc(CN2C(CC(C)C)C(=O)N(Cc3cn(Cc4ccco4)nn3)CCS2(=O)=O)cc1 (centres undefined) | 6.8%
Cn1c2ccc(F)cc2c2nnc(NN)nc21 | 9.3%
COc1cccc(NC(=O)N(C)C[C@@H]2OCc3cnnn3CCCC(=O)N([C@H](C)CO)C[C@@H]2C)c1 | 0.4%
CCOC(=O)C1=C(COC(=O)Cc2ccccc2[N+](=O)[O-])NC(=O)NC1C (centres undefined) | i
C[C@H](CO)N1C[C@H](C)[C@H](CN(C)Cc2cccc(O)c2)OCc2ccccc2-c2c(n(C)c3ccccc23)C1=O | i
